# Bioassay records: PubChem BioAssay, several laboratories
# SUMO1 PPI mod: modulators of SUMO1 protein-protein interactions, primary screen, biochemical, uHTS | inhibition, % at 20 µM | SUMO1 binding to a labelled peptide, TR-FRET, 1 h | 0.33% of 360,000 active | Small ubiquitin-related modifier 1 (Homo sapiens), P63165; in the data active = inhibition above about 37%
# Target sequence (P63165 whole entry, looked up): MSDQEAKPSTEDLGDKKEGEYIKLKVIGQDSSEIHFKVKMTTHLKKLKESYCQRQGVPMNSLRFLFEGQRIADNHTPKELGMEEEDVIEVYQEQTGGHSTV
# STEP block: STEP phosphatase inhibitors, primary screen, biochemical, fluorescence intensity, uHTS. Tyrosine-protein phosphatase non-receptor type 5 (Homo sapiens), P54829. recombinant STEP, OMFP fluorogenic substrate. inhibition, % at 20 µM. 0.25% of 360,000 active. AID 588621, 2011;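 active = inhibition at 20 µM, scaled per plate between control wells, above about 37%, limit read from the data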;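 also: 0% = DMSO with enzyme and substrate and 100% = substrate only without enzyme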
# Target sequence (P54829 whole entry, looked up): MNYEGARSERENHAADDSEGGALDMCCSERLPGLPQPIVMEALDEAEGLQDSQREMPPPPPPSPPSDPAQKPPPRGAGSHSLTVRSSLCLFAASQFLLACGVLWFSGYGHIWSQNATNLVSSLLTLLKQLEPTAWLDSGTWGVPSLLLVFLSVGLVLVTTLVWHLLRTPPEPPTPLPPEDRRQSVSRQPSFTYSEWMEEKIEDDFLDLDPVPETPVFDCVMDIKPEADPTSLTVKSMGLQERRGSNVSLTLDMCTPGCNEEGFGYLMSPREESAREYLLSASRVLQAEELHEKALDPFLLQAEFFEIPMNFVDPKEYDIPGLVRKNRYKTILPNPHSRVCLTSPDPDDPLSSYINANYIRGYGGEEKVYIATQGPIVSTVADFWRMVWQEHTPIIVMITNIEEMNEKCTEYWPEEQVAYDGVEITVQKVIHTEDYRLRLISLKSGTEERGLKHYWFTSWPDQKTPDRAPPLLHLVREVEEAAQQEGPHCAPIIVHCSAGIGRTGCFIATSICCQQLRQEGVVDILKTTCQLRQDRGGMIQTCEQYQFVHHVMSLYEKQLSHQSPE
#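 Also added – OMFP at 25 µM · Test system – STEP tyrosine phosphatase · Technique – FITC-channel fluorescence of OMFP product · Schedule – 20 min at room temperature, dark · Evaluation – control-normalized % inhibition with plate pattern correction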
# TbMetRS inhib: T. brucei MetRS inhibitors, primary screen, biochemical, luminescence; inhibition, % at 11.9 µM; purified T. brucei MetRS, ATP depletion, Kinase-Glo luminescence; AID 624268, 2012; 0.4% of 360,000 active;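 active = inhibition above a per-plate cutoff of the control wells' mean inhibition plus 3 SD, cut at about 5.5% in these data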;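 also: 0% = DMSO wells median and 100% = median of wells with control inhibitor compound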
#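 Material: T. brucei methionyl-tRNA synthetase, purified; reagent: substrates ATP, L-methionine and bulk Escherichia coli tRNA; dosing: 11.9 µM single point; timing: 15 min plus 2 h at 25 °C; detection: luminescence of leftover ATP; evaluation: % inhibition; control set: DMSO-only wells as low control; replicates: singlicate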
# LMPTP block: LMPTP phosphatase inhibitors, primary screen, biochemical, fluorescence intensity, uHTS; 0.22% of 360,000 active; Low molecular weight phosphotyrosine protein phosphatase (Homo sapiens), P24666; AID 651560, 2012; inhibition, % at 20 µM; recombinant LMPTP-A, OMFP fluorogenic substrate;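 active = compounds that cut the enzyme signal by at least half of the control window in the single-dose screen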;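 also: plate controls were DMSO wells with enzyme plus substrate for no effect and substrate without enzyme for full effect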
# Target sequence (P24666 whole entry, looked up): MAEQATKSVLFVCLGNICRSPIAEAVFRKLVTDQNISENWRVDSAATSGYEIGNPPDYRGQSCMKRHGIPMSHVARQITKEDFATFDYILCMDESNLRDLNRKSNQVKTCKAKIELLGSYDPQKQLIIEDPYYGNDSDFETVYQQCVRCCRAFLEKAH
#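 Material: LMPTP-A; amount: 0.625 nM enzyme; doses: single 20 µM dose; times: reaction 50 min, room temperature, dark; technique: fluorescence intensity of OMFP turnover product; benchmarks: no-enzyme and uninhibited controls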
# CendR NRP1 mod: modulators of CendR peptide binding to NRP-1, primary screen, biochemical, fluorescence polarization, uHTS | Neuropilin-1 (Homo sapiens), O14786 | AID 602438, 2012 | inhibition, % at 25 µM | 0.85% of 360,000 active | FAM-RPARPAR peptide binding to NRP-1;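 active = inhibition or corrected inhibition above about 18%, plus a signal ratio from 0.5 to 1.5, limit read from the data, passing the limit was not always enough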; also: strong numbers were not always called active
# SKN-1 block: suppressors of acrylamide-induced Pgst-4::GFP reporter in worms, primary screen, SKN-1 inhibitor project, whole organism, uHTS, GFP/RFP fluorescence ratio, strain VP596. C. elegans VP596 Pgst-4::GFP/RFP ratio, 24 h. inhibition, % at 21.8 µM. 0.49% of 360,000 active. AID 624304, 2012;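 active = interference check ratio from 0.5 to 1.5 plus GFP to RFP signal ratio inhibition reaching or exceeding a fixed threshold, cut at about 30% in these data, passing the limit was not always enough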; also: some compounds called inactive have numbers as strong as hits
# Neddylation inh: inhibitors of cullin neddylation, primary screen, biochemical, TR-FRET, uHTS, NAE and Ubc12. calls only at 25 µM. NEDD8-conjugating enzyme Ubc12 (Homo sapiens) + NEDD8-activating enzyme E1 regulatory …. 0.58% of 360,000 active; in the data active = inhibition above about 36%
# DNMT1 block: human DNMT1 methyltransferase inhibitors, primary screen, biochemical, molecular beacon, fluorescence, HinP1I cleavage, uHTS | AID 588458, 2011 | inhibition (reported as % activation of signal), % at 10 µM | 0.83% of 360,000 active; in the data active = inhibition above about 50%
# NadD inh: inhibitors of S. aureus NadD, primary screen, biochemical, colorimetric, uHTS. Nicotinate-nucleotide adenylyltransferase NadD (Staphylococcus aureus N315). purified NadD enzyme, colorimetric absorbance read-out. inhibition, % at 20 µM. 0.78% of 360,000 active; in the data active = inhibition above about 26%; also: some compounds past the cut are filed as inactive
# Scp-1 inhibitor: Scp-1 phosphatase inhibitors, primary screen, biochemical, colorimetric, uHTS; Recombinant Scp1, phosphopeptide, malachite green phosphate absorbance; Carboxy-terminal domain RNA polymerase II polypeptide A small phosphatase 1 (Homo …; inhibition, % at 20 µM; 0.88% of 340,000 active;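 active = inhibition above about 50% at 20 µM, limit read from the data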;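 also: plate controls were DMSO wells with enzyme for no effect and wells lacking enzyme for full effect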
# Target sequence (Q9GZU7 76-261 limits assumed): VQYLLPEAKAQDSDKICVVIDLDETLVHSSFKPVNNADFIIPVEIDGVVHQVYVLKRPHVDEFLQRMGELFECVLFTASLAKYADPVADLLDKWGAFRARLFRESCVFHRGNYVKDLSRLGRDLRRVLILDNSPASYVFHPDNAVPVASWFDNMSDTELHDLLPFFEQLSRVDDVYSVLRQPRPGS
#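 Material – SCP-1 phosphatase catalytic domain, residues 76-261 · Buffer or medium – Acidic Tris acetate buffer with magnesium and detergent · Also added – Phospho 17-mer peptide substrate · Compound – single 20 µM dose, 1% DMSO · Times – 45 min room-temperature reaction, 5 min colour, 30 min stabiliser · Technique – Phosphate-binding colour reagent, absorbance read at 630 nm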
# Starred values were filed as active, the others as inactive; i = inactive; . = not tested or not shown.
SMILES,SUMO1 PPI mod,STEP block,TbMetRS inhib,LMPTP block,CendR NRP1 mod,SKN-1 block,Neddylation inh,DNMT1 block,NadD inh,Scp-1 inhibitor
CCOC(=O)c1c(NC(=O)CN2C(=O)NC3(CCC(C)CC3)C2=O)sc(C)c1CC (centres undefined),-7,-2,-0.4,-2.9,-3,9,i,7,-6,-4
CCC(C)NC(=O)c1ccc(CSCc2ccccc2Cl)o1 (centres undefined),3,-4,-0.7,-0.3,9,4,i,0,-1,-8
COC(=O)c1ccc(Cn2cnc3c(Cl)ncnc32)cc1,1,-2,0.4,1.0,4,10,i,1,-3,1
Cc1ccc(/C=N/NC(=O)c2ccc3nc[nH]c3c2)s1,-16,0,-0.3,0.9,9,3,i,1,-5,-1
CC(C)c1cc[n+](-c2nc([O-])sc2C=O)cc1,-21,-4,-1.3,0.6,14,-8,i,-4,-4,-2
CC(O)(c1cccnc1)c1nc(-c2cc(F)cc(F)c2)cs1 (centres undefined),3,-2,-0.2,-0.3,-3,4,i,-1,-4,.
CC(O)c1nc2ccccc2n1CCCc1ccccc1 (centres undefined),1,0,-0.4,0.9,12,-1,i,2,1,-2
CCOC(=O)N1CCN(C(=O)c2c[nH]c3ccc(S(=O)(=O)N(C)c4ccccc4C)cc3c2=O)CC1,7,5,0.2,0.2,5,9,i,1,4,-5
O=C(COc1ccc(Cl)cc1Cl)OCC(=O)N1CCCc2ccccc21,-2,-2,0.0,3.8,3,1,i,-1,-7,-16
Cc1ccc(NC(=O)CN2C(=O)NC(Cc3ccccc3)C2=O)cc1Cl (centres undefined),2,-5,-0.6,0.9,13,19,i,-6,0,-5
CC(C)NC(=O)C1(C)CCN1C(=O)C1(c2ccccc2)CCCC1 (centres undefined),-1,2,0.0,-1.2,6,6,i,4,0,.
O=C(COC(=O)CN1C(=O)C2CCCCC2C1=O)Nc1ccc(F)c(F)c1F (centres undefined),2,-1,0.2,-1.1,0,-5,i,2,0,1
Cc1nc2c(F)c(F)c(C(F)(F)F)c(F)c2[nH]1,-3,1,0.2,0.3,13,26,i,5,1,-2
O=C1NCC(=O)N2CCC[C@@H]12,2,-3,-0.9,-0.9,-1,6,i,-7,7,4
O=C(Nc1nc(-c2ccc3c(c2)OCCO3)cs1)c1ccc(S(=O)(=O)N2CCCCC2)cc1,-1,0,-0.6,0.7,-4,3,i,1,17,-5
O=C1C=C(c2ccccc2Oc2ccccc2)C[C@@H](c2ccc(F)cc2)C1,4,2,-1.2,5.0,3,-2,i,-1,8,.
CC(=O)N(C)Cc1ccc(C(=O)CCl)cc1,-1,2,-0.2,-2.2,7,11,i,1,-4,-11
CC(C)CC(N)C(=O)OCc1ccc([N+](=O)[O-])cc1 (centres undefined),-8,5,0.9,-1.7,2,-2,i,0,0,-9
COc1ccc(C(=O)N2CCCC(C(=O)N3CCN(c4ccccc4)CC3)C2)cc1 (centres undefined),1,2,-0.6,-1.9,-6,-1,i,0,1,-4
COc1cccc(N2CCN(C(=O)c3ccc(OC)c(S(=O)(=O)NC4CC4)c3)CC2)c1,2,-3,0.2,-1.6,-8,11,i,1,1,.
Cc1ccc(S(=O)(=O)Nc2cccc3ncccc23)s1,-6,1,0.0,2.3,-21,10,.,-6,1,-2
COc1ccc(-c2nnc(SCC(=O)N3CCCC3=O)n2N)cc1OC,4,1,-0.3,-1.2,-9,7,i,5,-3,-2
O=S1(=O)c2c(F)cccc2O[C@@H](COCc2ccccc2)CN1CCc1ccc(F)cc1,1,2,-0.3,2.8,-4,5,i,8,-3,-17
O=C(NCC(c1ccccc1)N1CCCC1)C1CCN(C(=O)Nc2ccccc2)CC1 (centres undefined),1,0,0.1,0.5,-7,9,i,-1,-3,-7
Cc1cccc(OC(=O)c2cncc(Br)c2)c1,1,0,-0.2,0.2,-10,-9,i,-4,-4,-9
O=C(CSc1nc2ncccc2[nH]1)c1ccc(F)cc1,1,-18,-1.9,-0.6,-6,-25,i,3,7,15
COc1ccc(CN2CCNC(=O)C2CC(=O)N(C)CCCN2CCOCC2)cc1C (centres undefined),-10,-1,0.3,-3.2,2,5,i,1,0,-5
CCOC(=O)Nc1nnc(/C=C/c2ccc(OC)cc2)s1,-12,-5,0.0,-0.5,-13,2,.,7,-1,-6
N#Cc1c(N)nc2c(c1N)CC(=O)N2c1ccc(Cl)cc1,-1,-3,0.8,1.9,-21,13,i,-8,1,0
O=C(CSc1nc2c(c(=O)n1-c1ccc(F)cc1)SCC2)NCc1ccco1,-14,2,0.1,0.7,-4,7,i,3,1,-3
Cc1cnc(NC(=O)CSc2nnc(COc3ccccc3)o2)s1,3,-2,0.1,-2.0,-2,-2,i,3,2,0
c1ccc(C2(CN3CCNC[C@@H]3CC3CCCCC3)CC2)cc1,-4,-2,-0.2,-3.4,-2,8,i,9,-5,0
COCc1c(C(=O)Nc2nc(C)cs2)oc2ccccc12,-5,2,-0.4,-0.8,1,-2,i,1,-3,-6
COc1ccc(N2C(=O)C3C4C=CC(C4)C3C2=O)c([N+](=O)[O-])c1 (centres undefined),-8,0,-0.8,-0.4,5,-2,i,5,1,2
CN(C(=O)CSc1nncc2ccccc12)C1CCCCC1,1,-3,-0.6,-0.1,0,-9,i,0,-7,-1
O=C(Nc1cccc(Cl)c1Cl)c1ccccc1NC(=O)C1CC=CCC1C(=O)O (centres undefined),-1,-2,-0.4,0.0,8,5,i,5,-6,-4
CCN(CC)S(=O)(=O)c1csc(C(=O)Nc2ccccn2)c1,0,-1,-1.6,-1.0,8,-5,i,1,-2,2
CC(C(=O)O)N1C(=O)c2ccccc2C1=O (centres undefined),-1,-1,0.2,-0.8,5,-8,i,2,-4,-13
COc1ccc(NC(=O)C2CCN(S(C)(=O)=O)CC2)c(OC)c1,-2,2,0.0,-1.8,-2,-2,i,-1,-6,-10
COc1ccc(-n2c(=O)c3c4c(sc3n3c(=S)[nH]nc23)CCCC4)cc1,15,4,-1.3,-1.0,4,4,i,2,6,1
COc1cccc(CNC(=O)COC(=O)CCS(=O)(=O)c2ccc(C)cc2)c1,-2,-3,0.0,0.2,-1,8,i,-1,-1,-6
CC1CCC2C(=O)N(c3ccccc3OC(=O)c3ccccc3F)C(=O)C2C1 (centres undefined),-6,-1,-0.2,-0.5,10,10,i,1,-6,3
CN(C(=O)c1ccc(NC(=O)Cc2cccc(NC(=O)C3CCN(C(=O)C4CCCC4)CC3)c2)cc1)C1CCCC1,2,0,-0.4,0.0,-1,14,i,-4,7,-4
CNC(=S)Nc1ccc(C(N)=O)cc1,0,-3,-0.6,-1.1,-13,0,i,1,-7,-4
CCOC(=O)c1c(/N=C/c2cc(C)ccc2O)sc2c1CCC2,1,-12,-0.8,-1.2,-4,9,i,-2,7,0

# Three of the entries above in order of their number in TbMetRS inhib, smallest number first.
Structure	TbMetRS inhib
COc1ccc(N2C(=O)C3C4C=CC(C4)C3C2=O)c([N+](=O)[O-])c1 (centres undefined)	-0.8
CC1CCC2C(=O)N(c3ccccc3OC(=O)c3ccccc3F)C(=O)C2C1 (centres undefined)	-0.2
Cc1cnc(NC(=O)CSc2nnc(COc3ccccc3)o2)s1	0.1

# Limited to NadD inh and DNMT1 block, for 4 of the compounds above:
Structure | NadD inh | DNMT1 block
CC(C(=O)O)N1C(=O)c2ccccc2C1=O (centres undefined) | -4 | 2
COc1ccc(NC(=O)C2CCN(S(C)(=O)=O)CC2)c(OC)c1 | -6 | -1
COc1ccc(-n2c(=O)c3c4c(sc3n3c(=S)[nH]nc23)CCCC4)cc1 | 6 | 2
COc1cccc(CNC(=O)COC(=O)CCS(=O)(=O)c2ccc(C)cc2)c1 | -1 | -1

# The list goes on:
SMILES,SUMO1 PPI mod,STEP block,TbMetRS inhib,LMPTP block,CendR NRP1 mod,SKN-1 block,Neddylation inh,DNMT1 block,NadD inh,Scp-1 inhibitor
NNC(=O)c1ccc(CSc2nc3ccccc3[nH]2)cc1,-1,-1,-1.0,2.3,9,-4,i,2,-4,-2
Cc1cc(Nc2cccc(F)c2)n2c(n1)nc1ccccc12,0,1,-0.1,1.8,-8,3,i,14,1,-7
CN(C(=O)CC1C(=O)NCCN1Cc1cccc(F)c1F)C1CCOCC1 (centres undefined),3,-1,-0.3,-1.2,-1,-1,i,-5,1,-7
CCCc1nc2ccccc2n1CC(O)COc1ccc(NC(C)=O)cc1 (centres undefined),3,0,-0.4,0.2,4,6,i,2,3,-7
Cc1cc(N)n(-c2nc(-c3cccnc3)nc3ccccc23)n1,-10,-1,0.4,-0.8,-4,-15,i,-7,2,0
O=C(COc1ncnc2cc([N+](=O)[O-])ccc12)NC(=O)NC1CCCCC1,-17,-2,-0.1,-2.4,-10,23,i,-7,1,0
C/C(=N\NC(=O)c1c(Br)c(C)nn1C)c1ccc(NC(=O)C(C)Oc2ccc(Cl)cc2C)cc1 (centres undefined),1,-7,-0.9,1.5,5,20,i,-8,-4,-5
COc1ccc(-c2cc(=O)oc3cc(OCc4nn[nH]n4)ccc23)cc1,-10,-2,0.1,-3.3,-11,-11,i,0,-5,-7
CCCc1ncc(C(O)c2ccccc2OC)n1C (centres undefined),4,0,-0.5,-1.2,3,0,i,0,-4,-12
COCCCn1c(C23CC4CC(CC(C4)C2)C3)n[nH]c1=S,2,-1,-0.9,-0.8,-3,-16,i,1,9,11
NS(=O)(=O)c1ccc(NC(=O)CNC(=O)c2ccc3c(c2)OCO3)cc1,26,0,-0.3,-0.1,2,17,i,0,-1,-7
CCCc1cc(=O)[nH]c(SCC(=O)Nc2cc(S(=O)(=O)N3CCCCC3)ccc2C)n1,12,4,-0.3,-0.4,0,10,i,1,8,0
O=C(N/N=C/c1cn(-c2cccs2)nc1-c1ccccc1)c1ccc(O)cc1,3,1,-0.8,-0.2,-6,6,i,-6,6,-4
CS(=O)(=O)N1CCN(c2ccc(NC(=O)c3cccnc3Cl)cc2)CC1,1,1,0.2,-0.6,3,5,i,-6,-6,-1
COc1ccccc1C(=O)N/C(=C/c1ccc(Br)cc1)C(=O)N1CCCC1,-8,-1,0.4,-0.9,4,17,i,2,-2,-6
COc1ccc(C(=O)NCCOc2ccccc2Cl)c(OC)c1OC,2,0,-2.0,1.2,2,14,i,3,3,-7

# Not a hit list; overall some 4.6% were active at least once.
